Screens: PubChem, several laboratories
NSD2 HMT inh = blocks human histone methyltransferase NSD2. O96028. NSD2 peptide methylation, AlphaScreen, 120 min. 310,000 compounds, 0.54% hits. inhibition, % at 12.5 µM; in the data active = inhibition above about 50%
Keap1-Nrf2 PPI = inhibitors of human Keap1-Nrf2 protein-protein interaction; Q14145; Keap1 Kelch-Nrf2 peptide fluorescence polarization, 1536-well; inhibition, % at 9.4 µM; 340,000 compounds, 0.15% hits; AID 504523; in the data active = inhibition above about 12%;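 also: human Keap1 Kelch domain with fluorescein labeled Nrf2 9mer peptide probe; 0% = neutral control wells and 100% = peptide positive control; higher means more block of Keap1 binding to Nrf2 peptide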
DAGLB inhibitor = diacylglycerol lipase beta (human) inhibition; inhibition, % at 5.17 µM; Q8NCG7; HEK293T DAGLB membrane lysate, EnzChek fluorogenic substrate; 340,000 compounds, 0.059% hits; AID 504411; in the data active = inhibition above about 34%;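 also: 0% = enzyme with vehicle and 100% = wells lacking enzyme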
CAL PDZ FP-1 = human CAL PDZ-peptide interaction inhibition; Q9HD26; purified CAL PDZ, TMR-peptide fluorescence polarization, 1 h; inhibition, % at 20 µM; 330,000 compounds, 0.02% hits; AID 504414;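 active = highest replicate inhibition of at least 40%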;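 also: plate controls were DMSO neutral control wells for no effect and unlabeled competitor peptide control wells for full effect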
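Material – purified CerCALP PDZ construct · Detection – FP readout, S and P plane fluorescence · Measure – percent inhibition from loss of millipolarization · Controls – unlabelled peptide for full inhibition, DMSO wells as neutral · Probe or stimulus – TMR-labelled reporter peptide T*-PRC34 bound in PDZ groove · Times – 1 h at RT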
Arrestin-AP2 inh = inhibitors of human beta-arrestin and AP2 interaction | inhibition, % at 10 µM | FITC-arrestin peptide / GST-AP2 beads, flow cytometry; AP2 beta2 appendage carries R879A mutation | 340,000 compounds, 0.31% hits | AID 504490;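 active = inhibition above a set limit, near 3 SD of compounds lacking own fluorescence, cut at about 54% in these data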;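 also: plate controls were DMSO wells for no effect and 5 µM unlabelled arrestin peptide for full effect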
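Measured by: flow cytometry, FL1 (488/535 nm); Material: AP2 appendage R879A on GSH beads; Evaluation: percent response; Timing: pre-incubation 12 min, peptide binding 1 h, room temperature; Also added: 50 nM FITC-arrestin peptide; Medium: PBS with 0.05% Tween 20 and 0.1% BSA.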
Cardiac RTF inh = cardiac RTF calcium desensitization; IANBD-labeled cardiac RTF, Ca2+ fluorescence; inhibition, % at 7.15 µM; 340,000 compounds, 0.12% hits; AID 493244;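 active = inhibition above the mean inhibition of all tested compounds plus 3 SD, cut at about 17% in these data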;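 also: assay run at fixed EC70 calcium of 1.6 mM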
CAL PDZ FP-2 = inhibitors of human CAL PDZ peptide binding; AID 602252; inhibition, % at 24.9 µM; Q9HD26; 300,000 compounds, 0.92% hits; purified CAL PDZ, TMR-peptide fluorescence polarization, 1 h;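 active = mean inhibition of at least 30% with at least half of replicates also reaching 30%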;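 also: 0% = DMSO neutral control and 100% = excess unlabeled competitor peptide PRC23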
LANA DNA inh = blocks KSHV LANA C-terminal domain binding to DNA; inhibition, % at 9 µM; MBP-C-LANA/FAM-LBS DNA binding, fluorescence polarization; 340,000 compounds, 0.078% hits;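 active = highest replicate inhibition at or above 60% at 9 µM, even if other replicates fall short; inactive = all replicates below 60% inhibition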;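 also: 0% = neutral control wells and 100% = 4 µM acridine orange control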
DSG3 Ab inh = human desmoglein-3 autoantibody binding inhibition; AID 588358; P32926; binding (percent of control), % at 10 µM; DSG3-coupled beads, scFv-anti-DSG3-GFP binding, flow cytometry; stronger effect = lower value; 310,000 compounds, 0.48% hits;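 active = binding more than 3 SD below its plate's average and above zero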;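 also: hits lower antibody fragment binding to DSG3; some compounds called inactive have numbers as strong as hits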
V-ATPase pHluor = alters yeast V-ATPase proton transport; S. cerevisiae, pHLuorin cytosolic pH fluorescence; response, % at 10 µM; AID 504577; 350,000 compounds, 0.37% hits; in the data active = response mostly above about 7.3%, no sharp cut-off; inactive = mostly below about 5.4%; also: actives read high; inactives centre near 0; some compounds called inactive have numbers as strong as hits
Starred values were filed as active, the others as inactive; / = no result given. Not all compounds are listed; the hit share may differ from the screen's.

SMILES	NSD2 HMT inh	Keap1-Nrf2 PPI	DAGLB inhibitor	CAL PDZ FP-1	Arrestin-AP2 inh	Cardiac RTF inh	CAL PDZ FP-2	LANA DNA inh	DSG3 Ab inh	V-ATPase pHluor
CC(=O)Oc1ccc(-c2ccc(C(=O)O)cc2)cc1	-1	4	0	-0.5	20	-1	0	-0.1	96	-4
COc1ccc(CCNC(=O)C2CCN(C(=O)c3ccc(Br)cc3)CC2)cc1	-3	1	0	-0.8	2	-17	/	1.0	116	-1
Cc1ccc(S(=O)(=O)NC(C)C(c2cccs2)N2CCN(c3ccccc3)CC2)cc1 (centres undefined)	/	3	-20	0.1	-6	-4	/	2.5	103	-2
COCCn1nc2cc(C(=O)NCc3cc(C(F)(F)F)cc(C(F)(F)F)c3)ccc2c1OC	/	-8	-3	0.2	-3	-2	-3	0.7	97	0
COc1ccc(C(=O)NCc2cn3ccsc3n2)cc1OC	/	-4	1	0.0	-4	-9	-4	-1.0	100	1
COc1ccc(OC)c(NC(=O)CSc2n[nH]c(-c3cccnc3)n2)c1	6	-3	-1	-3.2	-12	-2	-4	1.2	118	0
CCc1nc(Nc2cc(OC)ccc2OC)c2oc3ccccc3c2n1	27	1	-14	0.5	-11	-4	-2	0.7	86	-4
COc1cc2c(cc1OC)C1(NCC2)C(=O)Nc2ccccc21 (centres undefined)	/	-6	2	-0.2	5	-4	/	1.0	103	-2
O=C(NCC1CCCN1S(=O)(=O)c1cccs1)c1ccc(F)cc1 (centres undefined)	-2	-2	1	-2.5	-2	-12	-1	0.3	106	1
S=c1nc(-c2ccccc2)n(CCN2CCOCC2)c2c1CCCC2	3	-11	-1	/	1	-11	-2	-2.3	104	-2
O=C(N/N=C/c1ccco1)c1cccc(NC(=O)c2cccc(Cl)c2)c1	15	-1	-2	-1.2	5	13	-6	-1.3	101	1
C=CCc1ccc(OCCOc2ccc(/C=N/n3cnnc3)cc2OCC)c(OC)c1	/	-6	-2	0.2	9	9	-2	-1.7	104	4
Cn1c(/C(C#N)=C(\O)c2ccc(Cl)s2)nc2ccccc21	-2	-8	2	-1.9	-3	-1	0	-1.2	65	3
CC(OC(=O)c1cccc(S(=O)(=O)N(C)C)c1)C(=O)NCc1ccc2c(c1)OCO2 (centres undefined)	1	-2	2	-2.9	-15	-27	-8	0.6	100	5
Cc1cc(=O)n2nc(N3CCC(C(=O)NCc4cccc(Cl)c4)CC3)sc2n1	4	-2	2	-1.8	20	2	/	-0.1	107	1
CCOc1ccc(CNS(=O)(=O)c2ccc(-c3ccc(=O)[nH]n3)o2)cc1OC	-5	3	-1	-1.9	52	1	-6	-0.2	/	3
CC(C)N(Cc1ccccc1)C(=O)COC(=O)c1cc(S(=O)(=O)N(C)C)ccc1N1CCCC1	1	-3	-4	-1.5	40	6	-2	0.5	/	5
CCN(CC)CCOC(=O)c1ccc(N/C=C(/C#N)c2nc(-c3cc4ccccc4oc3=O)cs2)cc1	-1	-5	0	0.2	-5	-4	-5	-2.7	91	0
O=C(NCc1cccs1)C1CCCN(C(=O)Nc2ccccc2)C1 (centres undefined)	-9	-9	1	-1.3	-4	2	-4	-1.0	113	3
CCOC(=O)N1CCN(c2nc3ccc(C)cc3n3cnnc23)CC1	-3	-6	-3	0.1	8	-10	0	2.2	103	4
FC(F)(F)COc1nc(N/N=C/c2cccnc2)nc(N2CCCCC2c2ccccn2)n1 (centres undefined)	-3	-3	0	0.4	38	-1	-10	3.2	96	0
CSc1oc(-c2ccco2)nc1S(=O)(=O)c1ccc(Br)cc1	/	-5	-2	-0.6	-2	-10	-3	-1.2	103	-1
C[C@H](NC(=O)c1nc[nH]c1C(=O)N[C@@H](CCCCN)C(=O)OC(C)(C)C)C(=O)OCc1ccccc1	/	-1	1	-0.5	-1	-2	-3	0.9	104	0
CCc1ccc(-c2cc(C(=O)Nc3c(C)n(C)n(-c4ccccc4)c3=O)c3ccccc3n2)s1	2	-6	1	-4.1	-4	-11	/	-0.9	103	-4
COc1ccc(N2CCN(CCCNC(=O)c3ccc(CS(=O)(=O)c4ccc(Cl)cc4)o3)CC2)cc1	10	-1	2	0.5	31	-7	3	-0.4	102	0
CCOC(=O)C1=C(C)NC(=O)C(C(N)=O)C1c1ccccc1 (centres undefined)	-1	-2	-1	0.0	0	-4	-3	-0.2	96	0
COCCNC(=O)c1cnn2c(C(F)(F)F)cc(-c3ccc(C)cc3)nc12	-2	1	-4	-3.6	6	-6	-6	1.9	105	-4
CCOc1cccc(-c2c(C(=O)N/N=C/c3ccncc3)nnn2-c2nonc2N)c1	-3	-5	-2	-3.4	18	0	-4	0.1	105	-3
Cc1cc(C)nc(SCC(=O)N/N=C/c2cccn2-c2ccc(O)cc2)n1	10	-1	-1	-0.6	-5	-4	-2	2.3	/	-2
CCOc1cccc(N)c1	/	3	0	-0.2	-6	-1	0	0.2	99	-1
COCc1cc(CN2CCN(Cc3ccsc3)C(CCO)C2)ccc1OC (centres undefined)	1	-5	-2	-2.6	-1	-10	0	1.2	111	/
CC12CCC(C(=O)N(CCCCN3CCN(Cc4ccccc4)CC3)C1=O)C2(C)C (centres undefined)	0	/	/	/	33	/	/	/	110	3
Cc1ccc2c(c1)C1CN(C)CCC1N2C(=S)NC(=O)c1ccc(Br)cc1 (centres undefined)	/	2	-3	-3.4	/	3	-3	-2.1	100	-1
Cc1ccc(S(=O)(=O)N(C)CC(=O)Nc2ccncc2)cc1	0	-1	-2	-0.1	-14	1	-3	-0.8	83	-2
CC(C)Cc1csc(NC(=O)C(C)C)c1C(=O)O	-3	4	2	-1.9	0	-1	-2	-0.7	96	3
O=C1c2cccc3cc(Br)cc(c23)C(=O)N1Nc1ccccc1	2	-4	3	-0.7	6	-4	-7	3.0	/	-3
Nc1c2c(nc3ccccc13)CCC2	3	-1	0	-0.7	2	-16	-2	1.1	115	-2
O=C(CCSCc1ccccc1F)NCc1cccnc1	-2	-2	-1	-1.3	14	7	1	1.0	105	-4
O=C(NNC(=O)c1cccc(-n2cccc2)c1)c1ccccc1	19	-4	0	-0.3	-1	0	0	0.0	108	1
O=C(NCc1cccc(Cl)c1)c1ccc(S(=O)(=O)N2CCCCC2)cc1	0	/	-1	/	/	/	/	/	95	-5
CCOC(=O)c1c(NC(=O)c2cccs2)sc(CC)c1-c1cccs1	-4	1	-23	-2.4	-3	-5	31*	-0.1	100	1
c1ccc2c(c1)[nH]c1ccccc12	/	0	0	0.4	14	3	-4	1.2	105	0
COc1ccc(CCNC(=O)c2cccnc2SC)cc1	-1	1	0	-0.7	-8	6	1	-1.7	/	0
Oc1ccccc1C=NNC(=S)NC1CC2C=CC1C2 (centres undefined)	2	/	4	/	/	/	/	/	105	1
CC(=O)N1CCOc2ccc(S(=O)(=O)NCc3ccc(F)cc3)cc21	1	-1	-2	-3.0	14	-4	-5	0.8	93	-4
Cn1c(=O)c2[nH]c(NN=Cc3cccc(Br)c3)nc2n(C)c1=O	-2	5	0	0.4	43	4	6	0.0	82	4
Cc1c(Br)c(C(=O)NCc2cc3cc(Cl)ccc3[nH]2)nn1C	5	-8	0	-0.7	16	-9	-4	2.6	105	4
CC1CCCCN1CCCNc1ccc(C(CC(N)=O)NC(=O)c2ccccc2)cc1[N+](=O)[O-] (centres undefined)	/	-5	1	0.2	-6	0	-1	-0.3	101	1
C[C@H](NC(=O)c1nc[nH]c1C(=O)N(C)Cc1ccccc1)C(=O)OC(C)(C)C	/	6	-4	0.4	-3	5	-1	0.3	101	-2
CCc1noc(C)c1C(=O)NNC(=O)c1ccccc1F	-27	5	1	-2.3	16	-3	2	-0.2	93	-2
COc1ccc(NCC(=O)n2c(C)c(C)c3ccccc32)cc1	1	-1	1	0.2	-45	0	-1	-0.9	/	2
CC1CCCC(C)N1C(=O)COC(=O)c1cc(F)c(F)cc1Cl (centres undefined)	2	-7	-6	0.0	3	-6	0	4.2	/	1
COc1cc(C(=O)N2CCC3(CC2)NCCc2[nH]cnc23)cc(OC)c1OC	-2	-8	1	-4.9	-4	-3	-6	1.4	106	9
O=C(N/N=C/c1c[nH]c2ccccc12)c1ccc(Br)cc1	3	-5	-3	1.1	4	-9	/	-1.8	108	5
C=C1C(=O)[C@@]23[C@H](O)C[C@@H]4C(C)(C)CC[C@H](O)[C@@]4(C)[C@@H]2CC[C@@H]1[C@H]3O	/	-30	5	0.2	4	-3	-4	1.7	114	-4
O=C(CCS(=O)(=O)Cc1ccccc1)Nc1ccc2c(c1)OCCO2	0	-1	0	-0.7	-9	-4	3	-1.7	101	6
Cc1cc(C)cc(OC2CCCCC2NS(=O)(=O)c2ccccc2)c1 (centres undefined)	4	-2	-6	-2.7	-4	-9	-2	2.0	107	2
Cc1ccc(Cl)c(NC(=O)COC(=O)CNS(=O)(=O)/C=C/c2ccccc2)c1Cl	-1	-3	-1	-0.9	15	3	-3	1.2	112	1
CC1CCCCC12NC(=O)N(CC(=O)N1CCN(S(=O)(=O)c3cccs3)CC1)C2=O (centres undefined)	-1	-1	-2	-0.3	-7	-11	/	0.0	99	-7
CCCCNC(C(=O)Nc1ccc(Cl)c([N+](=O)[O-])c1)c1ccccc1 (centres undefined)	-3	0	-1	0.3	1	-5	-1	0.0	104	-3

More results.
SMILES	NSD2 HMT inh	Keap1-Nrf2 PPI	DAGLB inhibitor	CAL PDZ FP-1	Arrestin-AP2 inh	Cardiac RTF inh	CAL PDZ FP-2	LANA DNA inh	DSG3 Ab inh	V-ATPase pHluor
NC(=O)NC(CC(=O)NCCCc1ccccc1)c1ccc(Cl)cc1 (centres undefined)	-1	-5	1	-2.3	-2	-9	0	-0.6	101	-1
O=C(c1ccco1)N(Cc1ccc2c(c1)OCO2)Cc1cc2cc3c(cc2[nH]c1=O)OCO3	1	-2	3	0.2	-1	-1	0	-1.6	87	-4
O=C(Nc1ccn(CCCN(CCCn2ccc(NC(=O)OCc3ccccc3)nc2=O)CCc2cc3ccccc3[nH]2)c(=O)n1)OCc1ccccc1	/	2	6	0.6	12	1	-3	-2.1	140	-2
NCC(=O)NNC(=O)OCC1c2ccccc2-c2ccccc21	-5	1	-5	-0.5	7	1	-6	-2.1	107	0
NS(=O)(=O)c1ccc(NC(=O)Nc2ccccc2)cc1	1	0	-1	-1.4	-20	2	-3	-1.3	107	-4
CCOC(=O)C1=C(O)/C(=C/N(C)C)N=C1C	/	-2	1	0.3	-5	-8	/	3.1	/	-2
